STK33 kinase inh: human STK33 kinase inhibition. inhibition, % at 10 µM. purified STK33, MBP phosphorylation, ADP-Glo luminescence. Q9BYT3. 320,000 compounds, 0.073% hits;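 active means inhibition at or above 25%, using the most active replicate where run in duplicate; inactive means inhibition below 25%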
Target sequence (Q9BYT3 whole entry, looked up): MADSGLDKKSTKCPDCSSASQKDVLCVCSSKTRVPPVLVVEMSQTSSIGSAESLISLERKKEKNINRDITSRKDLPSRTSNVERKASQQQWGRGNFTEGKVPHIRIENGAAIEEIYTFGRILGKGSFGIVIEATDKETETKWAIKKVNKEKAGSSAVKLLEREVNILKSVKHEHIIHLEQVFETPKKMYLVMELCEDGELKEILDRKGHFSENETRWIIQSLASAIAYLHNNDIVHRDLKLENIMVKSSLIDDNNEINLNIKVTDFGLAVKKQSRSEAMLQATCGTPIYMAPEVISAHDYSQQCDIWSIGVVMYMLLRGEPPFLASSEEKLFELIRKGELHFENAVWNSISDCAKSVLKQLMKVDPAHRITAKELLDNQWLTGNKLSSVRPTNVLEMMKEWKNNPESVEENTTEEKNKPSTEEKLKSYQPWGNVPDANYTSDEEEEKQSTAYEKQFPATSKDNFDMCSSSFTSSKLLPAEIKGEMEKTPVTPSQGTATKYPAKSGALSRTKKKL
OX1R antag: blocks the human orexin 1 receptor; OX1R-expressing cells, FRET antagonist read-out; AID 485270; 330,000 compounds, 1.8% hits; O43613; inhibition, % at 6.6 µM; in the data active means inhibition mostly above about 38%, no sharp cut-off; inactive means mostly below about 40%;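 further: 0% = agonist challenge alone and 100% = reference antagonist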
Target sequence (O43613 whole entry, looked up): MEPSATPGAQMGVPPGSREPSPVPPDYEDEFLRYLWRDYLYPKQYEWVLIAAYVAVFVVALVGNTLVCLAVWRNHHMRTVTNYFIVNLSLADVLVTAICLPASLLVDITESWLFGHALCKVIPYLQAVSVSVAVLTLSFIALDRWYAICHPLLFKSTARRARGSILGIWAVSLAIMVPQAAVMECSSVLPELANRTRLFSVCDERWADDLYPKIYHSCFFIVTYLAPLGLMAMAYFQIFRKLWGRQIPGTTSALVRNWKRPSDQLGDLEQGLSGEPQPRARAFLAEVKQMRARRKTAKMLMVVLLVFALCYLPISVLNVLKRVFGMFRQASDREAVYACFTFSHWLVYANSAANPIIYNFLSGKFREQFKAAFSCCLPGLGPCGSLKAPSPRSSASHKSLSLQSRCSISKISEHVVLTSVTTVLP
Active calls of the source: *.

Results for CCOc1ccc(Cl)cc1S(=O)(=O)N1CCC(C(=O)N2CCCC2)CC1 ?
STK33 kinase inh: -1.5; OX1R antag: 22

What do the screens show for `CC1(C(=O)NCC2CC2)C=CC2(CCCCC2)N1C(=O)c1ccccc1` (configuration not stated)?
STK33 kinase inh: -2.6; OX1R antag: 25

How did COCC(=O)N/N=C(\C)CC(=O)NCc1ccco1 do in these assays?
STK33 kinase inh: -0.3; OX1R antag: 1

What do the screens show for `N#Cc1c(-c2ccccc2)nc(SCc2ccc(Cl)cc2)[nH]c1=O`?
STK33 kinase inh: 1.4; OX1R antag: 25

What do the screens show for `CCOC(=O)C1=C(C)Nc2nc(C)nn2C1c1ccc(OCC)c(OC)c1` (configuration not stated)?
STK33 kinase inh: 2.3; OX1R antag: 13

How did C[C@@H]1CN([C@@H](C)CO)C(=O)c2cc(NS(=O)(=O)c3ccc(Cl)cc3)ccc2O[C@H]1CN(C)Cc1ccncc1 do in these assays?
STK33 kinase inh: -0.3; OX1R antag: 13

What do the screens show for `CC1=CC(c2ccccc2)=Nc2ccc(C)cc2N1`?
STK33 kinase inh: 0.6; OX1R antag: 14

How did NC(=S)N/N=C/c1ccc(-c2ccc([N+](=O)[O-])cc2)o1 do in these assays?
STK33 kinase inh: 0.8; OX1R antag: 21

What do the screens show for `COc1ccc(NC(=O)CCOc2ccc(C)cc2)cc1S(=O)(=O)N1CCCCC1`?
STK33 kinase inh: -0.6; OX1R antag: 13

How did CCOc1ccc(-c2nnc3n2N=C(c2ccc(OC)cc2)CS3)cc1 do in these assays?
STK33 kinase inh: -2.5; OX1R antag: 10

Results for CC1CCCCC1n1c(=S)[nH]c2ccccc2c1=O (configuration not stated) ?
STK33 kinase inh: -0.8; OX1R antag: 1

What do the screens show for `Cc1cc(=O)[nH]c(Nc2ccc(Cl)cc2)n1`?
STK33 kinase inh: -0.3; OX1R antag: -3

Results for O=[N+]([O-])c1ccc(-c2nc(NCc3ccccc3)c3ccccc3n2)cc1 ?
STK33 kinase inh: -1.0; OX1R antag: 6

What do the screens show for `Cc1ccc(-n2nc(C)c3c2OC(N)=C(C#N)C3c2ccc(C)o2)cc1` (configuration not stated)?
STK33 kinase inh: 0.1; OX1R antag: 19

How did COc1ccnc(NCc2ccc(Cl)cc2)c1C#N do in these assays?
STK33 kinase inh: -1.0; OX1R antag: 10

Molecules shown so far that have a nitro group on carbon (2):
How did NC(=S)N/N=C/c1ccc(-c2ccc([N+](=O)[O-])cc2)o1 do in these assays?
STK33 kinase inh: 0.8; OX1R antag: 21

Results for O=[N+]([O-])c1ccc(-c2nc(NCc3ccccc3)c3ccccc3n2)cc1 ?
STK33 kinase inh: -1.0; OX1R antag: 6

The results go on.
What do the screens show for `CCOC(=O)c1cc(C)sc1/N=C/C1C(=O)CCCC1=O`?
STK33 kinase inh: -0.8; OX1R antag: 11

Results for CC1CCc2c(sc(NC(=O)Cn3nc(C(=O)O)c4ccccc4c3=O)c2C#N)C1 (configuration not stated) ?
STK33 kinase inh: 0.6; OX1R antag: 2

Results for O=C1CCc2cc(S(=O)(=O)N3CCN(c4cccc(C(F)(F)F)c4)CC3)ccc2N1 ?
STK33 kinase inh: 1.5; OX1R antag: 5

Results for O=C(O)c1ccc(N/N=C2/CCSc3ccc(F)cc32)cc1 ?
STK33 kinase inh: 4.6; OX1R antag: 39

What do the screens show for `CC(C)(C)OC(=O)C[C@H]1C/C=C\C[C@H](CC(=O)N(CCO)Cc2ccccc2)C(=O)N[C@@H](c2ccccc2)COC1=O`?
STK33 kinase inh: 0.7; OX1R antag: 12

What do the screens show for `NS(=O)(=O)c1ccc(CNC(=O)CNC(=O)c2ccc(Br)o2)cc1`?
STK33 kinase inh: -0.7; OX1R antag: 6

Results for Cn1c(=N)c(S(=O)(=O)c2ccc(F)cc2)cc2c(=O)n3ccccc3nc21 ?
STK33 kinase inh: -1.4; OX1R antag: 36

Results for Cc1ccc(NC(=O)c2ccccc2Br)cc1S(=O)(=O)N(C)C ?
STK33 kinase inh: -2.3; OX1R antag: 37

What do the screens show for `O=C(CNc1ccc2ccccc2c1)N/N=C/c1ccc(OC(=O)/C=C/c2ccco2)cc1`?
STK33 kinase inh: -0.7; OX1R antag: 10

What do the screens show for `O=S(=O)(c1ccccc1)N1CCC(c2ccccc2)CC1`?
STK33 kinase inh: -0.4; OX1R antag: 11

How did Cn1c(-c2ccccc2F)cc2onc(-c3ccccc3)c2c1=O do in these assays?
STK33 kinase inh: -0.9; OX1R antag: 31

How did Cc1ccc(CNC(=O)CCc2c(C)nn(-c3ccc(N4CCOCC4)nn3)c2C)cc1 do in these assays?
STK33 kinase inh: 0.7; OX1R antag: 16

Results for CCOC(=O)N1CCN(C(=O)C(CC(C)C)NS(=O)(=O)c2ccc(C)cc2)CC1 (configuration not stated) ?
OX1R antag: 1

How did NS(=O)(=O)c1ccc(CCNC(=O)c2ccc3ccccc3n2)cc1 do in these assays?
STK33 kinase inh: 0.1; OX1R antag: 8

How did CC(=O)N(Cc1ccccc1)c1ccc(C(=O)O)cc1 do in these assays?
STK33 kinase inh: -1.8; OX1R antag: 11

What do the screens show for `CC(C)[C@H](NC(=O)N1CC(=O)Nc2ccccc21)C(=O)N1CCC(C(=O)O)CC1`?
STK33 kinase inh: 1.2; OX1R antag: 15

Results for CCOc1ccc(C(O)(CCC(C)C)C(CN2CCOCC2)c2ccccc2)cc1 (configuration not stated) ?
STK33 kinase inh: -1.5; OX1R antag: 1

Results for COC(=O)c1ccc(CN(c2ccc(OC)cc2)S(=O)(=O)c2ccccc2)cc1 ?
STK33 kinase inh: 0.4; OX1R antag: 20

What do the screens show for `FC(F)(F)c1nc2ccccc2n1CCNc1nc(CN2CCCCC2)cs1`?
STK33 kinase inh: -0.2; OX1R antag: 20

Results for COC(=O)c1cc2c(ccn2-c2ccc(F)cc2)n1Cc1cccc(OC)c1 ?
STK33 kinase inh: 0.2; OX1R antag: 7

How did O=C(O)c1ccc2cc[nH]c2c1 do in these assays?
STK33 kinase inh: -1.9; OX1R antag: 12

Results for COc1ccc(CCNC(=O)COC(=O)C2CC2)cc1OC ?
STK33 kinase inh: -0.9; OX1R antag: -4

What do the screens show for `S=C1NCN(Cc2ccco2)CN1CCc1ccccc1`?
STK33 kinase inh: 4.5; OX1R antag: 17

Results for Cc1ccc(N(Cc2ccco2)C(=O)c2cccc(S(=O)(=O)N(C)C)c2)cc1 ?
STK33 kinase inh: 1.3; OX1R antag: 25

How did Cc1cc(C)c(NC(=O)NC2CCCCC2)c(C)c1 do in these assays?
STK33 kinase inh: -2.6; OX1R antag: -4

How did NC(=O)c1ccccc1N1CCCCC1 do in these assays?
STK33 kinase inh: -1.6; OX1R antag: 7

What do the screens show for `COc1ccc(CNS(=O)(=O)c2ccc(-c3cc(C)no3)cc2)cc1`?
STK33 kinase inh: -1.2; OX1R antag: 19

What do the screens show for `O=C(/C=C/c1ccco1)NCC1(c2ccccc2)CCCC1`?
STK33 kinase inh: 0.2; OX1R antag: 26

What do the screens show for `COc1ccc(C(=O)CCC(C)(C)[N+](=O)[O-])cc1`?
STK33 kinase inh: -1.7; OX1R antag: 2

How did COc1ccc2c(C)cc(SCC(=O)N3CCOCC3)nc2c1 do in these assays?
STK33 kinase inh: 0.3; OX1R antag: 31

Results for Cc1nc(-c2ccc(C(=O)NCCO)cc2)cs1 ?
STK33 kinase inh: -1.0; OX1R antag: 5

How did COc1ccc(CC2C(=O)OC(C)(C)OC2=O)c(Cl)c1OC do in these assays?
STK33 kinase inh: 0.1; OX1R antag: 7

What do the screens show for `COc1ccc(NS(=O)(=O)CC23CCC(CC2=O)C3(C)C)cc1` (configuration not stated)?
STK33 kinase inh: -1.1; OX1R antag: 6

How did O=C1NC(c2ccncc2)Nc2ccccc21 (configuration not stated) do in these assays?
STK33 kinase inh: 0.6; OX1R antag: 7

What do the screens show for `C=CCn1c(SC2CCOC2=O)nc2sc(C)c(C)c2c1=O` (configuration not stated)?
STK33 kinase inh: -0.7; OX1R antag: -15

What do the screens show for `CSc1nsc(SCC(=O)Nc2ccc(C(C)=O)cc2)n1`?
STK33 kinase inh: -1.1; OX1R antag: 14

What do the screens show for `O=C(O)C1C2CCC(O2)C1C(=O)Nc1ccc(O)cc1` (configuration not stated)?
STK33 kinase inh: -0.4; OX1R antag: 3

What do the screens show for `Cc1cc(C)n(-c2nnc(C)n2NS(=O)(=O)c2ccc(F)cc2)n1`?
STK33 kinase inh: -0.9; OX1R antag: 10

What do the screens show for `C/C(=N\Nc1ccccc1Cl)c1ccc(-n2ccnc2)cc1`?
STK33 kinase inh: 1.3; OX1R antag: 13

What do the screens show for `O=C(c1cc2nc(-c3cccs3)cc(C(F)(F)F)n2n1)N1CCCc2ccccc21`?
STK33 kinase inh: 1.8; OX1R antag: 2

Results for COC(=O)C1=C(C)N(CCCC(=O)O)C(=O)NC1c1cccc(Cl)c1Cl (configuration not stated) ?
STK33 kinase inh: -0.1; OX1R antag: 32

Results for C=CCNC(=O)CSc1n[nH]c(-c2cc(Cl)ccc2OC)n1 ?
STK33 kinase inh: -1.0; OX1R antag: 11

Results for COc1ccc(N=Nc2c(C)[nH][nH]c2=O)cc1 ?
OX1R antag: 57*

Results for Nc1nonc1C(=O)NCCNC(=O)c1ccc(Cl)c(Cl)c1 ?
STK33 kinase inh: -0.2; OX1R antag: 15

Results for COc1ccccc1-c1nn2c(C(F)(F)F)nnc2s1 ?
STK33 kinase inh: -1.1; OX1R antag: 20

Grouped by structure: those above with a COOH group
Results for CC1CCc2c(sc(NC(=O)Cn3nc(C(=O)O)c4ccccc4c3=O)c2C#N)C1 (configuration not stated) ?
STK33 kinase inh: 0.6; OX1R antag: 2

Results for O=C(O)c1ccc(N/N=C2/CCSc3ccc(F)cc32)cc1 ?
STK33 kinase inh: 4.6; OX1R antag: 39

How did CC(=O)N(Cc1ccccc1)c1ccc(C(=O)O)cc1 do in these assays?
STK33 kinase inh: -1.8; OX1R antag: 11

What do the screens show for `CC(C)[C@H](NC(=O)N1CC(=O)Nc2ccccc21)C(=O)N1CCC(C(=O)O)CC1`?
STK33 kinase inh: 1.2; OX1R antag: 15

How did O=C(O)c1ccc2cc[nH]c2c1 do in these assays?
STK33 kinase inh: -1.9; OX1R antag: 12

What do the screens show for `O=C(O)C1C2CCC(O2)C1C(=O)Nc1ccc(O)cc1` (configuration not stated)?
STK33 kinase inh: -0.4; OX1R antag: 3

Results for COC(=O)C1=C(C)N(CCCC(=O)O)C(=O)NC1c1cccc(Cl)c1Cl (configuration not stated) ?
STK33 kinase inh: -0.1; OX1R antag: 32

(more compounds)
How did CCOc1ccc(NC(=S)N(Cc2ccc(N(C)C)cc2)Cc2ccco2)cc1 do in these assays?
STK33 kinase inh: -1.3; OX1R antag: 1

How did O=C(OCc1nnc(-c2ccccc2)o1)C1CC(=O)N(CCc2ccccc2)C1 (configuration not stated) do in these assays?
STK33 kinase inh: -1.2; OX1R antag: -1

What do the screens show for `CC(C)c1ccc(NC(=O)CCS(=O)(=O)c2cccc3nonc23)cc1`?
STK33 kinase inh: -1.4; OX1R antag: 20

What do the screens show for `CCN(CC)c1nc(N2CCN(CCO)CC2)nc2ccccc12`?
STK33 kinase inh: -0.4; OX1R antag: 15

Results for Cc1ccc(C(=O)NCCc2nnc3ccc(SCC(=O)Nc4ccccc4F)nn23)cc1 ?
STK33 kinase inh: -4.0; OX1R antag: 8

What do the screens show for `CCOC(=O)c1[nH]c(C)c(C(=O)N(CC)CC)c1C`?
STK33 kinase inh: -2.1; OX1R antag: 11

What do the screens show for `COc1ccc(C2=NCCn3nc4cc(C(F)(F)F)ccc4c32)cc1`?
STK33 kinase inh: 0.8; OX1R antag: 11

What do the screens show for `Cc1ccc(Cn2c(C(C)Nc3nc(C)cs3)nc3cc(Cl)c(Cl)cc32)cc1` (configuration not stated)?
STK33 kinase inh: -1.1; OX1R antag: 18

How did Cc1ccc(NC(=S)NC2CCN(Cc3ccccc3)CC2)cc1 do in these assays?
STK33 kinase inh: -2.3; OX1R antag: 14

Results for Cc1ccccc1N(C(=O)c1snc(C(N)=O)c1N)C(C(=O)NC1CCCCC1)c1ccc(O)cc1 (configuration not stated) ?
STK33 kinase inh: -1.2; OX1R antag: 8

What do the screens show for `COC(=O)C(CC(=O)c1cccc(OC)c1)c1ccc(F)cc1` (configuration not stated)?
STK33 kinase inh: -2.6; OX1R antag: 10

What do the screens show for `COc1cccc(CN(C)C(=O)c2cccnc2SC)c1OC`?
STK33 kinase inh: -1.9; OX1R antag: 2

How did CCOc1ccc(/C=N/Nc2nncc(-c3ccccc3)n2)cc1OC do in these assays?
STK33 kinase inh: -1.3; OX1R antag: 27

Results for Cc1ccc(S(=O)(=O)c2c[nH]c3ccc(C)cc3c2=O)cc1 ?
STK33 kinase inh: -1.8

How did O=C(Cn1nnc2ccccc2c1=O)NC1CCCc2ccccc21 (configuration not stated) do in these assays?
STK33 kinase inh: -1.9; OX1R antag: 9

How did COc1ccc(N2CCN(C(=O)CNC(=O)c3cccs3)CC2)cc1 do in these assays?
STK33 kinase inh: -0.7; OX1R antag: 0

Results for CCCCNC(=O)c1onc(CSc2cccc(C)c2)c1C(=O)O ?
STK33 kinase inh: -0.8; OX1R antag: 27

What do the screens show for `CC(C)(C)c1ccc(C(=O)NC(=S)NCC2CCCO2)cc1` (configuration not stated)?
STK33 kinase inh: -2.3; OX1R antag: 15

How did O=C(Nc1cccc([N+](=O)[O-])c1)Nc1ccc2c(c1)OCCO2 do in these assays?
STK33 kinase inh: -0.1; OX1R antag: 9

How did NC(=O)c1ccc(Nc2nnc(-c3ccc(O)cc3)c3ccccc23)cc1 do in these assays?
STK33 kinase inh: 1.4; OX1R antag: 20

How did CCOC(=O)c1c(N)sc(C(=O)OC)c1C do in these assays?
STK33 kinase inh: -0.3; OX1R antag: 15

Results for C/C(=N\NC(=O)c1ccn(C)n1)c1cccc(NC(=O)c2ccc(C)s2)c1 ?
STK33 kinase inh: -0.5; OX1R antag: 20

How did CC(C)(C)c1ccc(C(=O)NCCc2ccccc2)cc1 do in these assays?
STK33 kinase inh: 1.1; OX1R antag: 4

Results for COC(=O)CCC(=O)Nc1ccc(S(=O)(=O)Nc2cc(OC)nc(OC)n2)cc1 ?
STK33 kinase inh: -1.0; OX1R antag: 15

Results for C/C(=C\c1ccco1)C1Nc2cccc3cccc(c23)N1 ?
STK33 kinase inh: 1.7; OX1R antag: 11

Source: PubChem BioAssay (several laboratories)
